STAT3 blocker: inhibitors of IL-6 induced STAT3 signaling | U3A cells, IL-6 STAT3-luciferase reporter, luminescence; host cell line lacks STAT1 | inhibition, % at 5.5 µM | hit rate 0.89% among 190,000;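 active = inhibition above the mean inhibition across all screened compounds plus 3 SD, cut at about 44% in these data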;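 also: 0% = DMSO only wells and 100% = 100 µM nifuroxazide control wells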
ROMK primary: human ROMK K+ channel modulation, primary screen; P48048; Tet-inducible ROMK, thallium flux fluorescence; actives lie on both sides; B-score at 10 µM; hit rate 2% among 130,000; AID 1918;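 active = signal ratio slope over the read window, or its plate-corrected B-score, at least 3 SD from the plate mean, either direction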;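 also: B-score of the F/F0 ratio slope over 7 to 12 s after thallium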
Target sequence (P48048 whole entry, looked up): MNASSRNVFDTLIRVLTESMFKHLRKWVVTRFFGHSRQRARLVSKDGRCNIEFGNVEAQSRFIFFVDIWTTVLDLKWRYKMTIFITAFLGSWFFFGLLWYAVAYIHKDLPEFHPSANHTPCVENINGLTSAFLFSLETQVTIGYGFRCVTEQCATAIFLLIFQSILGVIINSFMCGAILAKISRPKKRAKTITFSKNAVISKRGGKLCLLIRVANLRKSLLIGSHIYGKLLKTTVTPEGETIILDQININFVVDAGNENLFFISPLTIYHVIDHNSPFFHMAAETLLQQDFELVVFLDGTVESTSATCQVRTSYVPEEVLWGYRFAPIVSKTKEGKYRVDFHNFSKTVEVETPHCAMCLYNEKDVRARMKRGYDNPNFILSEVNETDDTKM
bIAP inh: blocks bovine intestinal alkaline phosphatase activity; inhibition, % at 20 µM; 190,000 tested, under 10 active; purified bovine IAP, CDP-star luminescence, 30 min; AID 1019;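 active = over 50% inhibition of intestinal alkaline phosphatase at 20 µM in the single-dose screen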
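test system = bovine IAP enzyme | medium = DEA buffer 100 mM, pH 9.8, with MgCl2 1.0 mM, ZnCl2 0.02 mM | detection = luminescence | dosing = single compound dose of 20 µM, 2% DMSO final | incubation = 30 min reaction at room temperature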
STAT1 blocker: inhibitors of IFN-gamma induced STAT1 signaling. hit rate 0.35% among 200,000. NIH 3T3 STAT1-luciferase reporter, luminescence. inhibition, % at 5.5 µM. AID 920;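 active = inhibition above a set limit, the mean inhibition across all tested compounds plus 3 SD, cut at about 34% in these data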;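 also: 0% = IFN-gamma with DMSO and 100% = IFN-gamma with 300 µM nifuroxazide; values of inactives mirror those of a sister screen read the other way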
PPARg SRC1 recr: agonists of human PPARgamma SRC-1 coactivator recruitment; P37231; PPARgamma-SRC-1 coactivator recruitment biochemical assay; activation, % at 8 µM; hit rate 0.41% among 200,000; in the data active = activation above about 19%;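 also: 0% = DMSO and 100% = reference agonist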
bIAP activator: intestinal alkaline phosphatase (bovine) activation. purified bovine IAP, CDP-star luminescence, 30 min; stronger effect = higher value; fold of DMSO-control signal, blank-subtracted. activation factor at 20 µM. hit rate 0.17% among 200,000;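 active = activation factor of 2 or more at 20 µM, a signal rise over negative controls twice the positive control's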
PPARg SRC-3 ag: promotes SRC-3 coactivator recruitment by human PPARgamma | P37231 | AID 731 | hit rate 0.26% among 200,000 | activation, % at 8 µM | biochemical PPARgamma/SRC-3 coactivator recruitment assay; in the data active = activation above about 23%;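 also: 0% = DMSO and 100% = reference agonist; some compounds past the cut are filed as inactive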
TNAP act hiacc: increases human TNAP activity under high phosphate acceptor concentration | 200,000 tested, under 10 active | purified TNAP, CDP-star luminescence, 1 M DEA, 30 min; stronger effect = higher value; 0 = EDTA background, 1 = DMSO-only activity | AID 1136 | activation factor at 20 µM | P05186;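 active = activation factor at least 2 at 20 µM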
Target sequence (P05186 whole entry, looked up): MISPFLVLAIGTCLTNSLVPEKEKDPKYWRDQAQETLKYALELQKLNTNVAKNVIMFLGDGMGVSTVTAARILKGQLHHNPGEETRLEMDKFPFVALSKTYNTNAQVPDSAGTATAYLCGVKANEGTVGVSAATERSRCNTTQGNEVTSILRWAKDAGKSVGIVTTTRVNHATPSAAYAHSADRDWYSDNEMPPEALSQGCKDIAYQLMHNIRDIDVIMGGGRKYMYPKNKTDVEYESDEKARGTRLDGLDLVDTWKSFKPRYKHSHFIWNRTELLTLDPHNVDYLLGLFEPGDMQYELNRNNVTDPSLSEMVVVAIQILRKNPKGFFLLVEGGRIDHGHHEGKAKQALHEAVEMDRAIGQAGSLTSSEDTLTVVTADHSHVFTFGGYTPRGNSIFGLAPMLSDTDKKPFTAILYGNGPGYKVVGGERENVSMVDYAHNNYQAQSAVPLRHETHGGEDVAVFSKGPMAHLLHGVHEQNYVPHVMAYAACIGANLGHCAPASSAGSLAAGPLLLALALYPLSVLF
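system = human TNAP | amount = enzyme diluted 1/800 final | reagent = 100 µM CDP-star substrate | signal = luminescent substrate turnover signal | dosing = one dose, 20 µM | benchmarks = EDTA negative control, DMSO positive control | measure = activation factor | timing = 30 min reaction, room temperature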
TR-FRET SRC-2 ct: counter-screen for PPARgamma SRC-2 recruitment agonists: TR-FRET artefact; stronger effect = higher value; TR-FRET ratio at 8 µM; hit rate 0.4% among 200,000; AID 1049; in the data active = TR-FRET ratio above about 2000; also: inactives centre near 1500
STAT3 activator: activators of IL-6 induced STAT3 signaling | U3A cells, IL-6 STAT3-luciferase reporter, luminescence; 100% = signal with IL-6 EC80 alone | activation (% of control), % at 5.6 µM | hit rate 0.91% among 190,000;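 active = activation above the screen-wide mean of compound activation plus 3 SD, cut at about 130% in these data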;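 also: 0% = background luminescence of wells with medium and substrate only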
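System – human U3A cells carrying STAT3-luciferase construct · Probe or stimulus – Interleukin-6, 33 ng/mL · Schedule – compound 1 h, then IL-6 6 h at 37 °C · Signal – luminescence from STAT3-driven luciferase reporter · Evaluation – percent of IL-6-only median luminescence · Benchmarks – IL-6-only high control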
PPARg SRC2 recr: promotes SRC-2 coactivator recruitment by human PPARgamma. P37231. PPARgamma LBD-SRC-2 recruitment, biochemical. activation, % at 8 µM. hit rate 0.34% among 200,000. AID 1032; in the data active = activation above about 22%;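 also: 0% = vehicle and 100% = reference agonist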
An asterisk follows results filed as active; · = no result given.

SMILES	STAT3 blocker	ROMK primary	bIAP inh	STAT1 blocker	PPARg SRC1 recr	bIAP activator	PPARg SRC-3 ag	TNAP act hiacc	TR-FRET SRC-2 ct	STAT3 activator	PPARg SRC2 recr
CSc1nc2c(cnn2-c2ccc(C)c(C)c2)c(=O)[nH]1	13	·	8	-2	3	0.9	15	1.1	1756	96	3
O=C(Cc1ccccc1)NC1(Cc2ccc(O)cc2)CCCCC1	6	-0.21	9	4	7	0.9	0	1	1512	101	1
COc1ccc(NC(=O)c2ccccc2NS(C)(=O)=O)cc1OC	-2	-0.14	6	4	-4	0.9	-8	1	1622	105	10
COC(=O)NCc1ccc(Cl)c(Cl)c1	4	-1.4	16	6	4	0.8	7	1	1667	101	10
O=C(COc1ccccc1F)NC1CCN(Cc2ccccc2)CC1	-8	0.062	-6	-6	-1	1.1	2	1	1486	105	3
CCC1c2ccc(C)n2CCN1C(=O)Nc1ccc(F)cc1 (stereo unspecified)	11	·	8	2	-1	0.9	-4	1	1501	95	3
CCOc1cc2[nH]c(=S)n(CCc3ccc(OC)c(OC)c3)c(=O)c2cc1OCC	9	·	-17	1	5	1.2	-7	1	1455	99	-1
COc1ccc(NC(=O)N(Cc2ccc(C)cc2)Cc2ccccn2)c(OC)c1	11	·	·	1	2	·	-6	·	1601	95	0
Nc1ccc2nc(-c3ccccn3)[nH]c2c1	-13	·	9	-27	10	0.9	13	1	1541	113	8
CCOC(=O)CSc1nnc(Cn2nnc(-c3ccccc3)n2)n1C	-4	·	7	-4	-1	0.9	-10	1.1	1445	106	4
COc1ccc(C(NC(=O)C2CCCCC2)c2c(O)ccc3ccccc23)cc1 (stereo unspecified)	-4	0.43	9	12	10	0.9	10	1	1542	101	9
COc1cc2cc(CN(CCO)S(=O)(=O)c3ccccc3Cl)c(=O)[nH]c2cc1OC	5	-0.46	8	1	-5	0.9	-3	1.1	1448	100	-9
CC(=O)c1cc(-c2ccccc2)n(CC(=O)Nc2ccc(C)c(C)c2)c1C	13	0.75	1	1	13	1	2	1.1	1683	92	0
CCOC(=O)C1CCCCN1Cc1cc(OC)ccc1OC (stereo unspecified)	6	·	5	-1	2	0.9	-3	1.1	1608	102	15
O=C(CCC1CCCN(C(=O)c2ccc3cc[nH]c3c2)C1)NCc1ccc(F)c(F)c1 (stereo unspecified)	-1	0.075	4	-9	-6	1	4	1.1	1550	103	0
Cc1onc(-c2ccccc2)c1C(=O)NC(=S)NNC(=O)c1cccnc1	17	-0.62	2	17	7	1	5	1	1517	84	3
CCc1cccc2c(C(=O)COC(=O)c3cccc(S(=O)(=O)N(C)C4CCCCC4)c3)c[nH]c12	9	·	1	10	4	1	-1	1	1645	93	5
CC(C)(C)c1ccc(COn2c(=O)c(-c3ccco3)[n+]([O-])c3ccccc32)cc1	13	0.0039	3	5	5	1	13	1	1442	92	11
Oc1ccc(CN2CCCCC2)nc1-c1ccccc1	16	0.25	9	-1	4	0.9	11	1.1	1611	94	12
CC1CCCN(S(=O)(=O)c2ccc(N(C(=O)c3cnccn3)C(C(=O)NC3CCCCC3)c3cccs3)cc2)C1 (stereo unspecified)	5	-3.4*	42	-1	-6	0.6	0	0.9	1539	94	-5
COc1ccc(NC(=O)CSc2nc3[nH]ncc3c(=O)n2-c2ccccc2OC)cc1OC	7	0.72	-5	-1	4	1.1	0	1	1844	97	-2
Cc1cc(C)c2sc(N)nc2c1	11	·	6	6	-1	0.9	5	1	1590	94	0
COc1ccc(NC(=O)Nc2ccccc2)cc1S(=O)(=O)N1CCCCC1	10	-0.054	-6	13	4	1.1	1	1	1842	92	-2
Cc1nnc(SCc2ccc(Cl)cc2)n1CC1CCCO1 (stereo unspecified)	12	-0.18	8	2	1	0.9	-24	1	1365	93	3
COc1cc2c(cc1NCc1ccccn1)oc1ccccc12	-11	-0.25	22	-29	1	0.8	1	1	1457	112	2
COc1cccc(-n2c(=O)c3cc(OC)c(OC)cc3n(CC(=O)Nc3cc(C)[nH]n3)c2=O)c1	6	0.26	0	9	13	1	4	1	1649	93	5
Cc1ccc2cccc(OCC(=O)Nc3ccc(N4CCOCC4)cc3)c2n1	8	-0.36	-20	4	2	1.2	1	1	1945	99	13
COCCCNC(=O)c1ccc(Cn2c(=O)c3ccccc3n(Cc3ccc(C)cc3)c2=O)cc1	-8	0.86	0	5	2	1	5	1.1	1649	107	-1
CCCS(=O)(=O)c1c(S(=O)(=O)CCC)c2c3ccccc3ccn2c1C(N)=O	10	·	1	-10	1	1	-15	1.1	1393	99	-14
COc1ccc(NC(=O)C2CCCN2c2ccc(OC)c(OC)c2)cc1OC (stereo unspecified)	6	·	-3	2	9	1	4	1	1713	100	7
Fc1ccc(C[n+]2csc3ccccc32)cc1	4	·	16	-2	1	0.8	-11	1	1594	105	-2
N#C/C(=C(/O)CN1CCOCC1)c1nc2ccccc2s1	0	-0.35	0	2	-8	1	5	1	1422	103	0
COc1ccccc1NC(=O)c1ccc(CN(c2cc(Cl)ccc2C)S(=O)(=O)c2ccccc2)cc1	-1	0.16	7	2	11	0.9	14	1	1609	101	8
CCOc1cc(N2CCOCC2)c(OCC)cc1NC(=O)c1c(-c2ccccc2Cl)noc1C	0	1.3	-9	7	2	1.1	3	1	1586	104	-1
Cc1c(C(=O)CN2CCOCC2)[nH]c2ccccc12	-18	·	7	7	4	0.9	2	1.1	1610	121	4
O=C(CSc1nc(N2CCCCC2)nc(N2CCCCC2)n1)c1ccccc1	-11	·	7	0	0	0.9	-3	1	1456	110	4
Cc1ccc(C(=O)N2NC(c3ccc(F)cc3)C3C(=O)N(c4ccc(C)cc4)C(=O)C32)cc1 (stereo unspecified)	1	1.7	-37	-2	-1	1.4	-1	1	1480	99	5
CN(C)S(=O)(=O)c1ccc(C(=O)N2CCOCC2)cc1	-8	0.98	14	-3	2	0.9	2	1.1	1608	107	0
Cc1ccc(NC(=O)c2cc(S(=O)(=O)N3CCCCC3)cs2)cc1	21	-0.45	34	-8	0	0.7	-1	1	1483	85	6
O=C(COC(=O)c1cnccn1)c1ccc(Cl)cc1	4	0.63	-2	-7	4	1	-4	1	1439	104	-1

Taken from the results shown for reference:
SMILES	STAT3 blocker	ROMK primary	bIAP inh	STAT1 blocker	PPARg SRC1 recr	bIAP activator	PPARg SRC-3 ag	TNAP act hiacc	TR-FRET SRC-2 ct	STAT3 activator	PPARg SRC2 recr
Fc1ccc(C[n+]2csc3ccccc32)cc1	4	·	16	-2	1	0.8	-11	1	1594	105	-2
N#C/C(=C(/O)CN1CCOCC1)c1nc2ccccc2s1	0	-0.35	0	2	-8	1	5	1	1422	103	0
COc1ccccc1NC(=O)c1ccc(CN(c2cc(Cl)ccc2C)S(=O)(=O)c2ccccc2)cc1	-1	0.16	7	2	11	0.9	14	1	1609	101	8
CCOc1cc(N2CCOCC2)c(OCC)cc1NC(=O)c1c(-c2ccccc2Cl)noc1C	0	1.3	-9	7	2	1.1	3	1	1586	104	-1

Continued.
SMILES	STAT3 blocker	ROMK primary	bIAP inh	STAT1 blocker	PPARg SRC1 recr	bIAP activator	PPARg SRC-3 ag	TNAP act hiacc	TR-FRET SRC-2 ct	STAT3 activator	PPARg SRC2 recr
COC(=O)Cc1ccc(NC(=O)C(c2ccccc2)c2ccccc2)cc1	-4	0.51	15	-3	3	0.8	0	1	1421	102	0
O=C1c2ccc3c4c(ccc(c24)C(=O)N1c1cccc(O)c1)CC3	10	-0.74	-5	-4	8	1	4	1.1	1472	93	2
CC(C)OC(=O)CN1C(=O)C(C)(C)Oc2ccc(C(=O)NC3CC3)cc21	0	·	-5	-3	1	1	-13	1	1464	103	4
COCC(=O)N(Cc1ccc(OC)cc1)Cc1nc2ccccc2c(=O)[nH]1	2	·	7	-4	-4	0.9	-2	1	1504	102	0
O=C(CSc1nc(O)c(Cc2ccccc2F)c(=O)[nH]1)N1CCCCCC1	10	·	7	0	4	0.9	-4	1.1	1551	99	2
CCCN1CNC(=S)N(CCc2ccccc2)C1	-11	0.52	-1	5	4	1	3	1	1534	109	8
Cn1c2c(c(=O)n(C)c1=O)C(CC(=O)Nc1ccc(F)cc1)C(=O)N2 (stereo unspecified)	5	-0.06	1	-10	2	1	-1	1	1551	101	4
C=CCn1c(NC(=O)c2ccc(C)cc2)c(C#N)sc1=N	31	·	7	4	-3	0.9	-2	1.1	1697	81	8
COC(=O)c1ccc(-c2noc(CN3CCCCC3c3nccn3C)n2)cc1 (stereo unspecified)	8	-1.1	1	5	1	1	5	1.1	1528	97	14
CSc1nsc(SC)c1NC(=O)OCc1ccccc1	2	·	44	-12	15	0.6	8	1	1445	102	1
O=C1C(=C(c2ccccc2)c2ccccc2)Nc2ccccc21	-47	-0.36	·	10	0	0.4	0	0.9	1525	147*	-2
O=C(NCc1ccc(Cl)cc1)c1ccc(Br)o1	9	-0.023	43	14	1	0.6	6	1	1602	93	6
CC(C)OCCCNC(=O)C(NS(=O)(=O)c1ccc2c(c1)c(=O)n(C)c(=O)n2C)c1ccccc1 (stereo unspecified)	0	2.2	2	-1	2	1	-2	1	1721	102	-5
CC(C)(C)C(=O)N(CCN(C(=O)C(C)(C)C)c1ccccc1)c1ccccc1	2	·	-2	6	4	1	2	1.1	1510	102	0
Cc1ccc2nc(-c3ccccn3)c(Nc3ccccc3C)n2c1	2	-0.61	8	-2	1	0.9	-1	1	1795	106	8
Nc1nnc(-c2cc3ccccc3oc2=O)s1	-4	0.15	-2	-33	9	1	3	1	1586	104	11
CC1(C)C(c2cccs2)=[N+]([O-])C2(CCCCC/C2=N\NC(N)=S)N1O (stereo unspecified)	-1	·	6	0	-1	0.9	1	1	1445	104	-7
COc1ccc(C2C(C(=O)c3cccs3)=C(O)C(=O)N2c2nncs2)cc1 (stereo unspecified)	-51	-1.2	8	-1	27*	0.9	26*	1	1901	150*	13
COc1ccc(C(CNC(=O)COc2ccc(Br)cc2F)N2CCCC2)cc1 (stereo unspecified)	-1	-1.1	-8	0	-8	1.1	2	1.1	1552	105	4
C#CCOCCOCCOCCNc1nc(N2CCN(C(=O)[C@H]([C@@H](C)CC)n3cc(CCCN=C(N)N)nn3)CC2)nc(N2CCN(C(=O)[C@H](CCCCN)n3cc(CCCC)nn3)CC2)n1	-2	0.67	25	-10	5	0.7	-5	1.1	1458	99	7
CN(c1ccccc1)S(=O)(=O)c1ccc(C(=O)Nc2nnc(-c3ccco3)o2)cc1	6	-0.56	5	4	-2	1	-2	1	1619	102	-5
O=C(NCCc1cn2ccccc2n1)c1cc(COc2ccc3ncccc3c2)on1	41	-1.4	26	23	7	0.7	7	1	1667	67	10
Cc1cccc(Cc2nnc(NC(=O)c3cccc(S(=O)(=O)N4CCOCC4)c3)s2)c1	-4	·	3	-6	-2	1	-4	1	1268	109	1
